Screens deposited in PubChem by Fisher Drug Discovery Resource Center.
mcGAS inh – mouse cGAS inhibition by luminescence; Q8C6L5; recombinant cGAS, Kinase-Glo ATP depletion luminescence; inhibition, % at 12.5 µM; 160,000 tested, 0.15% active; AID 1259399;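 further: 0% = negative control wells and 100% = reference inhibitor with no enzyme activity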
NPYLR7 agonist – mosquito NPYLR7 agonism | HEK293T NPYLR7/Galpha15, GCaMP6s calcium fluorescence | activation, % at 10 µM | 270,000 tested, 0.15% active | AID 1259423; in the data active means activation above about 40%;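 further: 0% = vehicle and 100% = reference agonist at the receptor; some compounds past the cut are filed as inactive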
hcGAS inh – inhibitors of human cGAS | recombinant h-cGAS, ATP depletion, Kinase-Glo luminescence | inhibition, % at 12.5 µM | 290,000 tested, 0.081% active | AID 1259398;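 further: 0% = vehicle reaction and 100% = reaction without DNA for no activity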
Target sequence (Q8N884 whole entry, looked up): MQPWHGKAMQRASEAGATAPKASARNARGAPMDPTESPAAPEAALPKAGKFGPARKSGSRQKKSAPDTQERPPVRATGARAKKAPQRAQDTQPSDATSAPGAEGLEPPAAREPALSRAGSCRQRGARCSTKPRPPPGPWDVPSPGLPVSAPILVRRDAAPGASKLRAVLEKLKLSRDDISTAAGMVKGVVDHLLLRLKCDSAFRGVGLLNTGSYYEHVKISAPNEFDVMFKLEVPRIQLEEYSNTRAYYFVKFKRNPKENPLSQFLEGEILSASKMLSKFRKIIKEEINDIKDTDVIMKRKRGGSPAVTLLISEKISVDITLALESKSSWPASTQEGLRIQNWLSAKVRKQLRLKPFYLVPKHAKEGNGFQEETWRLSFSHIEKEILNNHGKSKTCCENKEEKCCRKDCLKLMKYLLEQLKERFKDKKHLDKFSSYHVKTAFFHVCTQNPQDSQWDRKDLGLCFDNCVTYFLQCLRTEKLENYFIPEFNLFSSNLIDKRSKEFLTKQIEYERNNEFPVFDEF
Numbers without * were called inactive; . = no result given; & = joins results of further samples. Unless noted, no stated cut-off is given here; in the data, active means inhibition above about 40%; inactive means the rest.

| smiles | mcGAS inh | NPYLR7 agonist | hcGAS inh |
| --- | --- | --- | --- |
| CC(C)CN(C[C@@H](O)[C@H](Cc1ccccc1)NC(=O)O[C@H]1CO[C@H]2OCC[C@H]21)S(=O)(=O)c1ccc(N)cc1 | -7 | -3 | -6 |
| COc1cccc2c1OCC(C(=O)NCCc1nc3ccccc3s1)C2 (stereo not drawn) | 2 | -3 | -5 |
| c1cncc(COC2CCN(Cc3cnc(-c4cccs4)nc3)CC2)c1 | . | -3 | -5 |
| O=C(NNC(=O)c1ccccc1Br)c1ccc(Cn2nnc(-c3ccccc3)n2)cc1 | . | 0 | -4 |
| CCS(=O)(=O)N1CCC(C(=O)O)CC1 | . | -7 | -1 |
| CCOC(=O)C1(Cc2ccccc2)CCN(Cc2cc(Cl)c(O)c(OC)c2)CC1 | . | 2 | -1 |
| Cn1ncc(Sc2ncc3ccccn23)c(Br)c1=O | . | 15 | -7 |
| CC(C)(C)C1=CC(=O)C(N(CCO)CCO)=CC1=O | -8 | 1 | -11 |
| Cc1ccc(NC(=O)NCc2nnc(SCc3ccc(F)cc3)n2-c2cc(Cl)ccc2C)c(C)c1 | -5 | 16 | -7 |
| CN(CCS(=O)(=O)c1ccccc1)Cc1cc(Br)cn1C | . | 4 | -6 |
| COc1cccc(/C=N\Nc2nc(N3CCOCC3)nc(N3CCOCC3)n2)c1O | -6 | 29 | -4 |
| CC(=O)N1CCN(c2nc3c(F)cc(F)cc3s2)CC1 | -7 | -1 | -6 |
| Cc1ccc(C)c(OCc2cc(C(=O)NCc3nnc4n3CCC4)no2)c1 | . | 5 | -3 |
| CCOCCn1c(=NC(=O)C2=COCCO2)sc2cc(OC)ccc21 | . | 6 | -2 |
| O=C(CC(NCCCN1CCOCC1)C(=O)O)Nc1cccc2ccccc12 (stereo not drawn) | -9 | -1 | -6 |
| CC(=O)c1ccc(NC(=O)C(C)SC/C=C/c2ccccc2)cc1 (stereo not drawn) | . | 12 | 0 |
| CCc1ccc(-c2nn(CC(=O)Nc3ccc(OC)cc3)c(=O)c3nc(C)sc23)cc1 | -7 | 0 | 4 |
| CCCCCC(=O)Nc1c(-c2ccc(C)cc2)nc2ccc(C)cn12 | -6 | -3 | -3 |
| CC(C)c1nc(C(N)=O)c2[nH]c(=O)n(-c3ccc(F)cc3)c2n1 | -6 | 1 | -9 |
| Clc1ccc(-c2nnc3n2N=C(c2ccc(Cl)s2)CS3)cc1 | . | 10 | -6 |
| COCC(=O)N(Cc1csc(COc2cc(C)cc(C)c2C)n1)C1CC1 | -10 | 3 | -8 |
| CC(C)COCC(O)CN(Cc1ccccc1)Cc1cccn1C (stereo not drawn) | -6 | 32 | -6 |
| CC(=O)Cn1c(-c2ccccc2)cn2c3c(=O)n(C)c(=O)n(C)c3nc12 | . | -2 | -3 |
| CN(C)c1ccc(Nc2nc3ccccc3n3nnnc23)cc1 | . | 10 | -14 |
| CCC(=O)Nc1ccc(N(C)C)c(CN(Cc2ccc(F)cc2)C(=O)c2ccccc2Cl)c1 | -10 | 14 | -6 |
| COc1ccc(C2=N/C(=C\C(Cl)=C\c3ccccc3)C(=O)O2)cc1 | . | -1 | -2 |
| Cc1sc(NC(=O)CS(=O)c2nncn2C)c(C)c1C (stereo not drawn) | . | 6 | -6 |
| O=C(c1cccc(F)c1)N1CCCc2cc(S(=O)(=O)N3CCCC3)ccc21 | -4 | -1 | -3 |
| CC(C)N(CCc1ccccc1)C(=O)C1CCOC1 (stereo not drawn) | -12 | . | -9 |
| CN(Cc1ccc(Cl)cc1)C(=O)Cn1cnc2ccc([N+](=O)[O-])cc2c1=O | . | 8 | -3 |
| c1ccc(C2=Nn3cc(-c4ccccc4)nc3SC2)cc1 | . | 5 | 0 |
| Cc1ncsc1CCC(=O)NC(C)c1ccccc1-n1cccn1 (stereo not drawn) | . | 10 | -2 |
| CCSc1nc(N2CCCCC2)c2cnn(CCNC(=O)Cc3ccc(F)cc3)c2n1 | -8 | 0 | 1 |
| CCNC(=O)NC(=O)C(C)N1CCN(CC(=O)N2CCCCC2C)CC1 (stereo not drawn) | . | 7 | -7 |
| CC(C)NC(=O)CSc1cn(CC(=O)N(C(C)C)C(C)C)c2ccccc12 | -7 | -4 | -5 |
| Cc1ccc(-c2nnc(NC(=O)C(NC(=O)Cc3ccccc3)C(C)C)s2)cc1 (stereo not drawn) | -3 | 7 | -2 |
| CC1CCCCC1N1CNc2c(c(=O)n(C)c(=O)n2C)C1 (stereo not drawn) | -8 | . | -14 |
| CC(C)(C)NC(=O)COc1ccc(C2CC(=O)Nc3[nH]ncc32)cc1 (stereo not drawn) | 1 | 8 | 1 |
| CCCCCn1c(N2CCN(Cc3ccc(Br)cc3)CC2)nc2c1c(=O)[nH]c(=O)n2C | . | 1 | -8 |
| Cc1cccc(CN2C(=O)C3(SCCN3C(=O)Nc3ccc(Cl)cc3)c3cc(F)ccc32)c1 (stereo not drawn) | -4 | 3 | -5 |
| COc1ccc(C(O)c2ncc(-c3ccc4ccccc4c3)[nH]2)cc1 (stereo not drawn) | . | -2 | -6 |
| Cc1cccc2sc(N(CCN(C)C)C(=O)c3cccc(S(C)(=O)=O)c3)nc12 | -5 | 1 | -5 |
| Cc1nnc2sc(SCc3ccc(Br)cc3)nn2c1=O | -8 | -1 | -6 |
| C/C(=C\c1ccco1)CN1CCN(c2cc(C)nc(-c3cccnc3)n2)CC1 | . | 19 | -4 |
| Cn1cccc1C(=O)Nc1[nH]ncc1-c1ccccc1Br | -7 | -1 | -5 |
| Cc1cc(C)cc(N2CCN(C(=O)CS(C)(=O)=O)CC2=O)c1 | . | 1 | -8 |
| O=C(NC1CCCCC1)c1cnn2c(C(F)(F)F)cc(-c3ccc(Br)cc3)nc12 | 4 | 3 | 2 |
| COc1cc2c(cc1OC)C(c1ccccc1Cl)N(C(=O)Nc1cccc(C)c1)CC2 (stereo not drawn) | -7 | 15 | -3 |
| Cc1nc2ccc(NC(=S)NC3CC4CCC3C4)cc2s1 (stereo not drawn) | -8 | 3&1 | -10&-5 |
| CCOc1ccccc1OCC(=O)N1CCc2cc([N+](=O)[O-])ccc21 | . | 15 | -10 |

Filtered by structure, the compounds so far with bromine (7)
| smiles | mcGAS inh | NPYLR7 agonist | hcGAS inh |
| --- | --- | --- | --- |
| O=C(NNC(=O)c1ccccc1Br)c1ccc(Cn2nnc(-c3ccccc3)n2)cc1 | . | 0 | -4 |
| Cn1ncc(Sc2ncc3ccccn23)c(Br)c1=O | . | 15 | -7 |
| CN(CCS(=O)(=O)c1ccccc1)Cc1cc(Br)cn1C | . | 4 | -6 |
| CCCCCn1c(N2CCN(Cc3ccc(Br)cc3)CC2)nc2c1c(=O)[nH]c(=O)n2C | . | 1 | -8 |
| Cc1nnc2sc(SCc3ccc(Br)cc3)nn2c1=O | -8 | -1 | -6 |
| Cn1cccc1C(=O)Nc1[nH]ncc1-c1ccccc1Br | -7 | -1 | -5 |
| O=C(NC1CCCCC1)c1cnn2c(C(F)(F)F)cc(-c3ccc(Br)cc3)nc12 | 4 | 3 | 2 |

Retrieved one by one from the list above (three):
| smiles | mcGAS inh | NPYLR7 agonist | hcGAS inh |
| --- | --- | --- | --- |
| Cc1cccc(CN2C(=O)C3(SCCN3C(=O)Nc3ccc(Cl)cc3)c3cc(F)ccc32)c1 (stereo not drawn) | -4 | 3 | -5 |
| CC(C)COCC(O)CN(Cc1ccccc1)Cc1cccn1C (stereo not drawn) | -6 | 32 | -6 |
| COc1cccc2c1OCC(C(=O)NCCc1nc3ccccc3s1)C2 (stereo not drawn) | 2 | -3 | -5 |

In the list so far, these contain an aryl methoxy group.
| smiles | mcGAS inh | NPYLR7 agonist | hcGAS inh |
| --- | --- | --- | --- |
| COc1cccc2c1OCC(C(=O)NCCc1nc3ccccc3s1)C2 (stereo not drawn) | 2 | -3 | -5 |
| CCOC(=O)C1(Cc2ccccc2)CCN(Cc2cc(Cl)c(O)c(OC)c2)CC1 | . | 2 | -1 |
| COc1cccc(/C=N\Nc2nc(N3CCOCC3)nc(N3CCOCC3)n2)c1O | -6 | 29 | -4 |
| CCOCCn1c(=NC(=O)C2=COCCO2)sc2cc(OC)ccc21 | . | 6 | -2 |
| CCc1ccc(-c2nn(CC(=O)Nc3ccc(OC)cc3)c(=O)c3nc(C)sc23)cc1 | -7 | 0 | 4 |
| COc1ccc(C2=N/C(=C\C(Cl)=C\c3ccccc3)C(=O)O2)cc1 | . | -1 | -2 |
| COc1ccc(C(O)c2ncc(-c3ccc4ccccc4c3)[nH]2)cc1 (stereo not drawn) | . | -2 | -6 |
| COc1cc2c(cc1OC)C(c1ccccc1Cl)N(C(=O)Nc1cccc(C)c1)CC2 (stereo not drawn) | -7 | 15 | -3 |

Next section:
| smiles | mcGAS inh | NPYLR7 agonist | hcGAS inh |
| --- | --- | --- | --- |
| CCCNC(=O)C1(C)CCN(Cc2ccc(-c3ccccn3)cc2)C1 (stereo not drawn) | . | -1 | -10 |
| COc1ccc(CC(=O)N2CCc3c(sc4[nH]c(=O)n(C5CCCCC5)c(=O)c34)C2)cc1C | -5 | 5 | -4 |
| CC(C)c1nsc(N(C)C2CCC2)n1 | . | -8 | -5 |
| CC(C)c1ccc(OCC2c3ccsc3CCN2C(=O)CN(CC2CCCO2)C(=O)c2ccccc2Cl)cc1 (stereo not drawn) | -4 | -2 | -5 |
| COc1ccc2nc(-c3ccc(C)c(NC(=O)COc4ccccc4)c3)cn2n1 | -10 | -7 | -5 |
| Cc1cc2c(cc1NS(=O)(=O)C(F)(F)F)NC(=O)CO2 | . | 6 | -10 |
| CC(C)(C)c1ccc(OCCCC(=O)NCc2ccc(S(=O)(=O)N3CCOCC3)s2)cc1 | 2 | 13 | 6 |
| O=C(Nc1cccc(C2SCC(=O)N2c2ccc(F)cc2F)c1)C1CC1 (stereo not drawn) | -8 | 1 | -7 |
| COc1cc2c(cc1CNCc1nnc3n1CCCCC3)OC(C)C2 (stereo not drawn) | . | 0 | 0 |
| CC(CN(C)Cc1cc2c(cc1Cl)OCO2)N1CCOCC1 (stereo not drawn) | -18 | 18 | 0 |
